Screening results: PubChem, The Scripps Research Institute Molecular Screening Center
SRC1 TRFRET art: flags TR-FRET format artefacts in PPARgamma SRC-1 recruitment agonist screen; AID 1051; TR-FRET detection artefact counter-screen, emission ratio; stronger effect = higher value; TR-FRET ratio at 8 µM; 99,000 tested, 0.34% active; in the data active = TR-FRET ratio above about 2300; also: inactives centre near 1800; reference of the scale not given here
SRC3 TRFRET art: TR-FRET artefact, counter-screen to PPARgamma/SRC-3 agonist assay; TR-FRET ratio at 8 µM; PPARgamma/SRC-3 format; stronger effect = higher value; AID 1048; 99,000 tested, 0.39% active; in the data active = TR-FRET ratio above about 2000; also: inactives centre near 1600; reference of the scale not given here
The depositor's hits bear a star.

mol,SRC1 TRFRET art,SRC3 TRFRET art
CCOc1ccc(N(CC(=O)NCCC2=CCCCC2)S(=O)(=O)c2ccccc2)cc1,1847,1457
O=C(CN1C(=O)c2ccccc2C1=O)NCc1ccncc1,1711,1530
Cc1ccc(C(=O)NC(C#N)=C(Cl)Cl)cc1,1501,1394
CCOC(=O)N1CCN(c2cc(=O)n(-c3ccc(C)cc3)c(=O)[nH]2)CC1,1848,1651
CCC(C)n1c(SCc2ccc([N+](=O)[O-])cc2)nc2ccsc2c1=O (stereo not drawn),1677,1463
O=C(O)c1cc(Cl)c(Cl)cc1C(=O)Nc1cccc2cccnc12,1814,1503
CN(Cc1ccccc1)C(NC(=O)c1ccco1)C(Cl)(Cl)Cl (stereo not drawn),1653,1453
OCCC1CN(Cc2cn[nH]c2C2CCCCC2)CCN1C1CCCC1 (stereo not drawn),1613,1636
O=C(COC(=O)c1ccccc1O)Nc1ncc(Cl)cc1Cl,2036,1607
C#CCOCCOCCOCCNc1nc(N2CCN(C(=O)Cn3cc(CCCN=C(N)N)nn3)CC2)nc(N2CCN(C(=O)Cn3cc(CCCN=C(N)N)nn3)CC2)n1,1590,1412
O=[N+]([O-])c1ccc(C[n+]2cc(-c3ccccc3)n3c2CCCCC3)cc1,1827,1587
NS(=O)(=O)c1ccc(CCNC(=O)CSc2nc3ccsc3c(=O)n2C2CC2)cc1,1861,1556
CC1(C)CC(NC(=O)c2ccncc2)CC(C)(C)N1O,1774,1383
C#CCOCCOCCOCCNc1nc(N2CCN(C(=O)[C@H]([C@@H](C)CC)n3cc([C@@H](N)Cc4ccc(O)cc4)nn3)CC2)nc(N2CCN(C(=O)[C@H](CCCCN)n3cc([C@@H](N)CO)nn3)CC2)n1,1823,1629
CCC(C)n1c(OC)nc2c1c(=O)n(C)c(=O)n2C (stereo not drawn),1710,1581
COc1ccccc1N1CCN(S(=O)(=O)c2ccc3nc(-c4ccccc4)[nH]c3c2)CC1,1861,1614
O=C1Nc2ccc(Br)cc2/C1=C/C1CC=CCC1 (stereo not drawn),1742,1432
COC(C(=O)Nc1ccc(Cl)cc1C)c1ccccc1 (stereo not drawn),1720,1631
CC(C)c1ccc(CN2CC(C(=O)Nc3ccccc3)CC2=O)cc1 (stereo not drawn),1404,1501
Cn1c(=O)c2c(nc(NCc3ccco3)n2CC(O)CO)n(C)c1=O (stereo not drawn),1606,1460
COc1cc(C(=O)NNC(=S)Nc2ccc(S(N)(=O)=O)cc2)cc(OC)c1OC,2057,1653
C/C(=N\Nc1cc(-c2ccccc2)nc(-c2ccccc2)n1)c1ccc(O)c(C)c1,1995,1621
Cc1ccc(S(=O)(=O)N(C)CCCC(=O)NC(C)(C)C)cc1,1805,1552
CCS(=O)(=O)Nc1ccccc1C(N)=O,1994,1676
Cc1[nH]c2ccccc2c1C(=O)CSC(=S)N1CCCCC1,1822,1389

The final four compounds of the section before lead into the next:
mol,SRC1 TRFRET art,SRC3 TRFRET art
C/C(=N\Nc1cc(-c2ccccc2)nc(-c2ccccc2)n1)c1ccc(O)c(C)c1,1995,1621
Cc1ccc(S(=O)(=O)N(C)CCCC(=O)NC(C)(C)C)cc1,1805,1552
CCS(=O)(=O)Nc1ccccc1C(N)=O,1994,1676
Cc1[nH]c2ccccc2c1C(=O)CSC(=S)N1CCCCC1,1822,1389
CCCCC/S(CC1CC1(Cl)Cl)=N\S(=O)(=O)c1ccc(C)cc1 (stereo not drawn),1769,1571
CCC(=O)NC(Nc1ccccn1)(C(=O)OC)C(F)(F)F (stereo not drawn),2043,1522
Cc1ccc(NC(=O)c2cc(-c3ccc(F)cc3)on2)cc1C,1848,1595
CC(C)(C)C(=O)Nc1sc2c(c1C#N)CCC2,1743,1640
O=C(c1cccc(C(=O)N2CCN(Cc3ccccc3)CC2)c1)N1CCN(Cc2ccccc2)CC1,1758,1698
COc1cc(/C=C/CO)cc(OC)c1O[C@@H]1O[C@H](CO)[C@@H](O)[C@H](O)[C@H]1O,1679,1422
Cn1cccc1CC(=O)NNC(=S)Nc1ccccc1Cl,1887,1625
CCOC(=O)c1c(N)nn(C(=O)c2ccccc2F)c1-c1ccc(OC)cc1,1689,1574
COC(=O)c1cccc(NC(=S)NC(C)C)c1,1806,1664
CCOC(=O)c1c(-c2ccc(OC)cc2)csc1NC(=O)C1CCCO1 (stereo not drawn),1789,1465
C/C(=N\NC(=O)CSCc1ccccc1Br)c1cccc([N+](=O)[O-])c1,1752,1761
Cc1ccc(S(=O)(=O)N(C)CC(=O)OCC(=O)N2CCN(c3ccccc3)CC2)cc1,1619,1602
COc1ccc(/C=N/NC(=O)CNS(=O)(=O)c2ccc(C)cc2)cc1,1718,1416
CC(C)CCN1CCN(Cc2cnc(-c3ccccc3)s2)CC1CCO (stereo not drawn),2076,1627
O=C1c2cccc3cc([N+](=O)[O-])cc(c23)C(=O)N1c1ccccc1O,1603,1281
O=C(COc1ccccc1)N1CCCC1,1797,1566
COc1ccccc1NS(=O)(=O)c1ccc(O)c(C(=O)OCC(=O)Nc2ccccc2F)c1,1827,1555
CC1Cc2ccccc2N1C(=S)NC(=O)C1(C)CC1(Cl)Cl (stereo not drawn),1558,1498
Cc1ccc(S(=O)(=O)c2cc(OC(=O)c3ccco3)ccc2OC(=O)c2ccco2)cc1,1788,1606
O=C(/C=C/c1cn(-c2ccccc2)nc1-c1ccccc1)Nc1ccc(C(=O)O)cc1,1630,1321
CCOC(=O)c1c(C(F)(F)F)cc(-c2ccc(F)cc2)nc1C,1808,1533
c1csc(-c2nc3ccccn3c2NC2CCCCC2)c1,1563,1382
Cc1cc(NC(=O)CSc2nc3c(c(=O)n2CCc2ccccc2)SC(C)C3)no1 (stereo not drawn),1910,1642
CCOC(=O)c1c(C)c(C(=O)NCC2CCCO2)c(C)n1CC (stereo not drawn),1688,1418
CC(Nc1nc(-c2ccc3c(c2)NC(=O)CO3)cs1)c1ccccc1 (stereo not drawn),1735,1560

The list continues.
mol,SRC1 TRFRET art,SRC3 TRFRET art
C=CCn1c(SCC(=O)Nc2cccnc2Cl)nnc1-c1ccc(C(C)(C)C)cc1,1758,1676
COC(=O)c1ccc(NC(=O)c2c(C(=O)Nc3ccccc3)sc3nc(C)cc(=O)n23)cc1,2040,1928
CC1CCCN(S(=O)(=O)c2ccccc2[N+](=O)[O-])C1 (stereo not drawn),1790,1703
Cc1cccc(N2C(=O)c3cccc(Oc4ccc(Cl)cc4)c3C2=O)c1,1739,1366
O=C(CSc1nc2ccccc2c(=O)[nH]1)Nc1ccc(C(=O)O)cc1,1699,1351
CCN(CC)C(=O)c1sc(NC(=O)c2cccs2)c(C#N)c1C,1834,1476
COc1ccc(-c2cnc(NCc3cc4c(cc3[N+](=O)[O-])OCO4)n2C)cc1,1657,1438
O=S(=O)(c1ccccc1)N1CCN(C(=S)NCCCN2CCOCC2)CC1,1850,1542
C/C(CCN1CCc2nc(-c3ccccc3)c(-c3ccccc3)cc2C1)=N\OC[C@@H](C)[C@H](OCc1ccccc1)C(C)C,1962,1471
O=[N+]([O-])c1ccc(OCc2cnc(Cl)s2)c([N+](=O)[O-])c1,1723,1411
Cc1cccc(NC(=O)C2CCN(S(=O)(=O)c3c(C)[nH]c(=O)[nH]c3=O)CC2)c1,1982,1709
CCOC(=O)C1=C(Nc2ccccc2)CC(C)(O)C(C(=O)OCC)C1c1ccc(Cl)cc1 (stereo not drawn),1889,1671
Cc1cccc(NC(=O)COc2ccc(/C=N\n3cnnc3)cc2)c1,1949,1694
O=C(Nc1ccc(Cl)c(Cl)c1)Nc1ccc(N2CCCC2)c(S(=O)(=O)Nc2ccccc2Cl)c1,1634,1585
COc1ccc(-c2nc(N)n(C(=O)c3ccccc3)n2)cc1,2083,1912
Cc1ccc(Nc2nc(N)c([N+](=O)[O-])c(N3CCCC(C)C3)n2)cc1C (stereo not drawn),1977,1584
COc1cc(OC)cc(C(=O)Nc2nc3ccc(S(C)(=O)=O)cc3s2)c1,2126,1635
O=C(NCc1ccncc1)C(=O)NCC(c1ccccc1)c1ccccc1,1944,1495
CCCCCC(=O)NNC(=O)Cc1ccc([N+](=O)[O-])cc1,1846,1430
CCCOc1ccc(/C=N\NC(=O)CCc2n[nH]c(=O)[nH]c2=O)cc1OC,1709,1428
CCc1ccc(NC2=NCC(c3ccccc3)S2)cc1 (stereo not drawn),1740,1686
CN(CC(=O)O)S(=O)(=O)/C=C/c1ccccc1,1752,1687
N#CC1=C(S)N(c2ccccc2)C(c2ccco2)NC1=O (stereo not drawn),1510,1470
S=c1[nH]nc(Nc2cccc(Cl)c2)s1,1635,1522
O=c1c(Cc2ccccc2)c(O)ccn1C1CCCCCCC1,1566,1559

Continued.
mol,SRC1 TRFRET art,SRC3 TRFRET art
O=C(NC1CCCCC1)N1CCCC(CNS(=O)(=O)Cc2ccccc2)C1 (stereo not drawn),1645,1677
O=C(C1CCN(S(=O)(=O)c2cccc3cccnc23)CC1)N1CCN(C2CCCC2)CC1,1784,1650
CCCS(=O)(=O)N1CCN(c2cc3c(cc2[N+](=O)[O-])n(C)c(=O)n3C)CC1,1873,1671
COCCn1c(C)cc(/C=C2/NC(=O)N(c3ccc(Cl)cc3)C2=O)c1C,1859,1638
COCCNC(=O)CSc1nnc(CCCN2C(=O)c3cccc4cccc(c34)C2=O)n1-c1ccccc1,1463,1565
COc1ccc(N(C(=O)c2ccccc2C)S(=O)(=O)c2cccs2)cc1,1939,1707
CCOc1ccc2nc(SCC(=O)N3c4ccccc4Sc4ccccc43)c(C#N)cc2c1,1795,1563
Cc1ccc(NC(=O)c2ccn(C(=O)Nc3ccccc3)n2)c(C)c1,1793,1490
O=C1CC(c2ccccc2Cl)=NN(c2ncnc3ccccc23)C1=O,1841,1506
CCC(=O)Nc1nonc1-c1nc2ccccc2n1CC(C)C,1470,1657
O=C(Cc1cccs1)Nn1c(Cc2cccs2)nc2ccccc2c1=O,1985,1373
COc1cc(/C=N/NC(=O)c2ccccc2Cl)ccc1Oc1ccc([N+](=O)[O-])cn1,1580,1321
ClC(Cl)c1nnc(-c2ccccc2)c(-c2c[nH]c3ccccc23)n1,1875,1570
Cc1cccc(OCc2nc3c4c(ncn3n2)-c2ccccc2CC42CCCC2)c1,1811,1500
O=C(CSCc1ccccc1Cl)NCCSc1ccccn1,1661,1330
CC(C)CCN1CCC(N)=NC1=O,1616,1370
O=C(NCC(O)c1ccc([N+](=O)[O-])cc1)c1cccc(S(=O)(=O)N2CCCC2)c1 (stereo not drawn),1616,1611
Cc1ccc(OCCOc2ccc(Br)cc2/C=N\NC(N)=O)cc1,1944,1640
Cc1ccccc1C(=O)c1cccn1CC(=O)NCc1ccccc1,1838,1467
CCCCOc1ccc(-c2cn3ccccc3n2)cc1[N+](=O)[O-],1691,1711
COc1ccc(S(=O)(=O)NCCOc2ccccc2)cc1C,1939,1556
COc1ccc(-c2nn(-c3ccccc3)cc2/C=C/C(=O)OCC(=O)Nc2ccc(C#N)cc2)cc1,1697,1593
O=C(Nc1ccccc1)c1ccc(C(=O)Nc2ccccc2)nc1,1729,1395
O=C(NCc1ccco1)/C(=C\c1cccs1)NC(=O)c1ccco1,1891,1489
Cc1cc(Cl)cc(Cl)c1OCCCCN(C)C,1529,1597

Compound profiles, from the list above.
`O=C(COC(=O)c1ccccc1O)Nc1ncc(Cl)cc1Cl` as listed: SRC1 TRFRET art: 2036; SRC3 TRFRET art: 1607
`CCCOc1ccc(/C=N\NC(=O)CCc2n[nH]c(=O)[nH]c2=O)cc1OC` as listed: SRC1 TRFRET art: 1709; SRC3 TRFRET art: 1428

More entries:
mol,SRC1 TRFRET art,SRC3 TRFRET art
CCCc1nn(C)c(C(=O)Nc2ccc(Cl)cc2)c1Cl,1816,1643
CC(C)c1cc(C(=O)NC2CCCCC2)no1,2072,1730
COc1ccc(CNC(=O)c2ccc(-c3ccccc3)cc2)cc1OC,1610,1471
O=C(CN1CCCC1)NC(=O)NC1CCCC1,1454,1347
O=C(Nc1ccc(O)c2c(=O)cc(-c3ccccc3Cl)oc12)c1ccccc1Cl,1721,1448
Cc1ccc(SCC(=O)Nc2ccc3c(c2)C(=O)NC3=O)cc1,1829,1776
CCCCC(=O)N=c1sc2cc([N+](=O)[O-])ccc2n1C,1796,1443
COc1ccc(C(=O)/C=C/C(=O)N(CC(=O)NC2CCCCC2)Cc2cccs2)c(O)c1,1996,1550
COc1ccc(C(C(=O)NC2CCCC2)N(Cc2cccs2)C(=O)c2ccn[nH]2)cc1OC (stereo not drawn),1776,1538
NS(=O)(=O)c1ccc(NC(=S)Nc2nn(Cc3ccc(Cl)cc3Cl)cc2Cl)cc1,1873,1665
Cc1c(Nc2ccc(C=O)cc2)c(=O)n(-c2ccccc2)n1C,1550,1376
Cc1ccc(N2C(=O)C(Cc3ccc(O)cc3)NC2=S)cc1C (stereo not drawn),1802,1679
Cn1c(NNC(=O)C2CCCCC2)cc(=O)n(C)c1=O,1766,1652
Cc1ccc(S(=O)(=O)N2CCN(CC(=O)N(CC(C)C)c3c(N)n(CC(C)C)c(=O)[nH]c3=O)CC2)c(C)c1,1894,1505
Cc1cccc(Nc2nnc(SCC(=O)Nc3ccccc3[N+](=O)[O-])s2)c1,1959,1719
Cn1c(=O)n(C)c2cc([N+](=O)[O-])c(N3CCN(S(C)(=O)=O)CC3)cc21,1632,1251
C=CCNC(=S)N/N=C/c1ccc(C)cc1C,1746,1410

The list is partial; the hit share may differ from the screen's.
